Screening results as filed in PubChem BioAssay.
Anesthetic bind = binds horse apoferritin like a general anesthetic; P02791; apoferritin/1-aminoanthracene competitive binding, fluorescence; 350,000 compounds, 0.074% hits; AID 485281; Potency, µM (titrated, usually from 77.5 µM), without a hit: top-dose activity change, negative = displacement, actives largely listed as inhibitors; note: potency is the fitted concentration of half-maximal effect; % is set by controls: 0 for no effect and ±100 for the full control effect; nearly all actives have a fitted effect of over 20% in size
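Read-out: endpoint 1-AMA fluorescence, excitation 380 nm and emission 535 nm, after compounds sit 10 min at room temperature with 10 uM horse-spleen apoferritin in 50% saturated 1-AMA/PBS. Values come from four-parameter Hill fits.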
ALOX12 inh = blocks human arachidonate 12S-lipoxygenase | 580,000 compounds, 1.1% hits | P18054 | purified 12hLO, xylenol orange hydroperoxide absorbance | Potency, µM (highest dose often 108 µM), inactives show top-dose activity change, negative = inhibition, usual class: inhibitors; note: potency is the fitted concentration of half-maximal effect; % is set by controls: 0 for no effect and ±100 for the full control effect
Target sequence (P18054 whole entry, looked up): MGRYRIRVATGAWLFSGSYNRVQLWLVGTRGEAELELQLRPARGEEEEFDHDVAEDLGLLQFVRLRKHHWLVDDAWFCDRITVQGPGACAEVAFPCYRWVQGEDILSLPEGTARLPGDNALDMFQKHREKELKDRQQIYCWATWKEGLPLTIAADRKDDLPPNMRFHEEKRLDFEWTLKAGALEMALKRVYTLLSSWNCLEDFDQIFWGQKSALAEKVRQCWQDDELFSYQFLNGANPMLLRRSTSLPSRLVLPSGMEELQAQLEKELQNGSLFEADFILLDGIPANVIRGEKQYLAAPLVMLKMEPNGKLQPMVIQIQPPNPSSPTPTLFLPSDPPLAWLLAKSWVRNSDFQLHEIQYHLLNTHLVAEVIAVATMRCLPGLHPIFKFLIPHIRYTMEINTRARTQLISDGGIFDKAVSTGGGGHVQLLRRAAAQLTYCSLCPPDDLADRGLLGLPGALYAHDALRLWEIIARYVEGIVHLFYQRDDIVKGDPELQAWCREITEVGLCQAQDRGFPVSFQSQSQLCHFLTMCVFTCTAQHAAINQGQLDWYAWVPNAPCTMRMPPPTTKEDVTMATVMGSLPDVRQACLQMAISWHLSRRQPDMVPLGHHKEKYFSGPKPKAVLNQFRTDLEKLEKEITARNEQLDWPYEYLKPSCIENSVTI
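Hydroperoxide product was detected by ferrous iron/xylenol orange as the 573 to 405 nm absorbance ratio. Arachidonic acid at 40 uM (final) was turned over for 30 min at room temperature by 150 nM human 12hLO, pH 7.0 Hepes buffer, after 15 min compound preincubation.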
BLM helicase inh = blocks DNA unwinding by human BLM helicase; recombinant BLM DNA unwinding, fluorescence dequenching; Potency, µM (doses to about 56.1 µM), inactives show at the highest dose activity change, negative = inhibition, usual class: inhibitors; 350,000 compounds, 0.2% hits;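 note: potency is the fitted concentration of half-maximal effect; plate controls were vehicle for no effect and no enzyme for full effect; nearly all actives have a fitted effect of over 35% in size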
POLI inh = DNA polymerase iota (human) inhibition. Q9UNA4. Pol iota fluorescent replication assay, 10 min. Potency, µM (titrated, usually from 115 µM), inactives show at the highest dose activity, negative = inhibition, actives largely listed as inhibitors. 390,000 compounds, 1% hits. AID 588590; note: potency is the fitted concentration of half-maximal effect
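Fluorescent replication assay read twice, at 0 min and 10 min after adding 50 nM (final) substrate. Enzyme (10 nM) and compounds were first incubated 15 min at room temperature; enzyme-free buffer wells were negative controls.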
Pol kappa inh = blocks human DNA polymerase kappa activity | Q9UBT6 | purified Pol kappa, fluorescent DNA synthesis assay, 10 min | Potency, µM (top dose mostly 107 µM), without a hit: at the highest dose activity, negative = inhibition, actives largely listed as inhibitors | 400,000 compounds, 0.53% hits | AID 588579; note: potency is the fitted concentration of half-maximal effect; % is set by controls: 0 for no effect and ±100 for the full control effect
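10 nM Pol kappa was preincubated with compounds for 15 min at room temperature. Reaction started with 50 nM (final) substrate. Fluorescence read kinetically at 0 and 10 min.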
Pol beta inh = inhibitors of human DNA polymerase beta; AID 485314; 340,000 compounds, 1.3% hits; Potency, µM (top dose mostly 114 µM), for the others: at the highest dose activity change, negative = inhibition, actives largely listed as inhibitors; P06746; Pol beta primer extension/strand displacement, fluorescence kinetic; note: potency is the fitted concentration of half-maximal effect; % is set by controls: 0 for no effect and ±100 for the full control effect
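Curves were derived by four-parameter Hill fits of normalized qHTS data. The kinetic fluorescent primer-extension read was taken at 0 and 10 min after 50 nM substrate, following a 15 min room-temperature preincubation of 10 nM enzyme with compounds.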
ERG-DNA inh = blocks human ERG Ets domain binding to DNA | P11308 | fluorescence polarization, His-ERG Ets domain / labelled DNA | Potency, µM (highest dose often 76.9 µM), inactives show at the top dose FP activity, negative = inhibition, most hits filed as inhibitors | 370,000 compounds, 0.028% hits | AID 624246; active = well fitted inhibition curve with a large enough effect in the polarisation, with a control signal flat; inconclusive = small, poorly fitted or top-dose-only effect, or effect the other way, or a change in a side signal; inactive = no such curve, though single readings can be large or run the other way; the % refers to the polarisation;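 note: polarization taken with two DNA probes labelled with fluorescein and Texas red; potency is the fitted concentration of half-maximal effect; % of control where 0% means no effect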
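His-tagged ERG Ets domain (1 uM in the protein solution; 300mM KCl, 50mM Tris-HCl, 1mM EDTA, 1mM DTT, pH 7.5) received compound, then a probe mix of 5 nM fluorescein-DNA and 100nM Texas-615-DNA. Fluorescence polarization was read for both dyes.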
TRHR ag = TRH receptor (human) agonism; activation, % at 2 µM; P34981; TRHR cells, calcium flux fluo-8, FDSS agonist mode; 360,000 compounds, 0.18% hits; in the data active = activation above about 30%; note: 0% is about no effect
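Fluo-8-loaded TRHR cells; 10 s baseline, compound added, kinetic Ca2+ fluorescence read 1/s, agonist mode.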
APEX1 inh = inhibitors of human APE1 endonuclease. P27695. recombinant APE1, TAMRA/BHQ-2 abasic DNA cleavage fluorescence. Potency, µM (doses to about 65.8 µM), for inactives: top-dose activity change, negative = inhibition, hits mostly inhibitors. 350,000 compounds, 0.35% hits;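 note: potency is the fitted concentration of half-maximal effect; plate controls were vehicle for no effect and reference inhibitor for full effect; nearly all actives have a fitted effect of over 55% in size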
Target sequence (P27695 whole entry, looked up): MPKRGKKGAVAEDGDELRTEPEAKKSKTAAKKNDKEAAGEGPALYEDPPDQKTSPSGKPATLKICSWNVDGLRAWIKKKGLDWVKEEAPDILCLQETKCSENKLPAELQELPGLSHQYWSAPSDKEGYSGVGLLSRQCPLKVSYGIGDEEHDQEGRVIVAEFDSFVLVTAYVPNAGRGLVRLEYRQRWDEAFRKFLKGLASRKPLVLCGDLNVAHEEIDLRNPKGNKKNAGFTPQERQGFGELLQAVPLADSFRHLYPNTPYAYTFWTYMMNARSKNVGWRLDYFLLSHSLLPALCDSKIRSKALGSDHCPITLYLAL
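0.75 nM APE1 + cpd, 15 min RT; start w/ 50 nM TAMRA/BHQ-2 THF-abasic dsDNA; kinetic fluor 525/598 nm ×3 reads @60 s; Δ(read3−read1); normalized to DMSO and NSC13755 control wells.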
* marks the source's active call; other numbers are inactive results; ? = inconclusive; . = not tested or not shown; & = joins results of further samples; [ ] = remark or other dose. Unless noted, calls come from the whole dose curve; as a rule, active = well fitted curve in the direction sought with a large enough effect; inconclusive = small, poorly fitted or top-dose-only effect, or another doubt; inactive = no such curve, though single readings can be large; an effect the other way counts as inactive or inconclusive. This is a subset; count on the stated rates, not on these rows.

SMILES	Anesthetic bind	ALOX12 inh	BLM helicase inh	POLI inh	Pol kappa inh	Pol beta inh	ERG-DNA inh	TRHR ag	APEX1 inh
Cc1cccc2cc(C#N)c(NCCNS(=O)(=O)c3ccc4c(c3)OCCO4)nc12	48%[activator]	0%	-5%	2%	-21%	-1%	4%	0.3	-1%
C/C(=N\NC(=O)c1nnn(-c2nonc2N)c1CN1CCc2ccccc21)c1ccccc1O	-7%	2%	1%	18%	18%	3%	-3%	0.4	-14%
Cc1cnc(C(=O)OCC(=O)Nc2ccc(Cl)cc2)cn1	-11%	9%[57.4 µM]	-2%	-9%	-11%	28%	.	0.3	14%
c1cc2ccc3ccc(CN4CCOCC4)c4ccc(c1)c2c34	6%	-20%	37%[activator]	10%	-5%	29%	.	0.1	-6%
O=c1oc2ccccc2c(NCCc2ccccc2)c1[N+](=O)[O-]	6%	4%	-1%	-9%	-20%	0%	6%	-2.0	2%
CCCCNC(=O)Nc1cnn(CC)c1C(N)=O	0%	0%	0%	-11%	9%	11%	-1%	0.8	2%
O=C(O)CCCC(=O)N1CCN(c2nc(-c3ccccc3Cl)c3cc(Br)ccc3n2)CC1	7%	14%	-5%	10%	5%	-7%	-9%	-0.4	30%
O=S(=O)(c1ccccc1)N1CCCC1c1cccs1 (configuration not stated)	-19%	0%	-5%	67%[activator]	0%	14%	0%	0.0	3%
Cc1cccc(OCC(=O)N/N=C/c2sc(=O)n(Cc3cccc(C(=O)O)c3)c2Cl)c1	-6%	15%	-2%	1%	-15%	37%	10%	0.5	-3%
O=C(COc1coc(CN2CCN(c3ccccc3F)CC2)cc1=O)NCC1CCCO1 (configuration not stated)	.	10%	.	44%[activator]	-10%	.	23%	0.5	14%
Cn1c(-c2ccc(C(C)(C)C)cc2)n[nH]c1=S	0%	?	-1%	9%	1%	?	1%	-0.1	-7%
CC(C)c1ccc(N2CCN(C(=O)c3ccccc3NC(=O)/C=C(\C(=O)O)c3ccccc3)CC2)cc1	-19%	.	-2%	.	.	13%	.	-0.7	2%
Cn1c(=O)oc2cc(S(=O)(=O)Nc3cccc(C(=O)O)c3)ccc21	11%	?	0%	7%	-2%	10%	8%	0.6	10%
COC(=O)N/N=C\c1cc(Br)ccc1OCc1ccccc1	-9%	-23%	-10%	18%	-25%	18%	-3%	0.2	2%
CCOC(=O)CSc1ccc(-c2nc3cc(C)c(C)cc3[nH]2)cn1	-7%	-19%	-15%	-15%	-5%	1%	11%	-0.9	-6%
C/C(CC(=O)NCCc1ccccc1)=N\NC(=O)COc1ccc(Br)cc1	-12%	-15%	-4%	48%[activator]	-2%	0%	-5%	0.6	-18%
CC1=C(C(=O)OC2CCCCC2)C(c2ccco2)n2ncnc2N1 (configuration not stated)	-13%	35%[activator][57.4 µM]	-2%	13%	-21%	12%	-4%	-0.3	1%
Cn1ncc(Br)c1C(=O)NC(=S)N1CCN(c2ccccn2)CC1	0%	-16%	4%	1%	1%	24%	-6%	-0.3	4%
Cc1ccc(C)c(N(C(=O)Cn2nnc(-c3cccs3)n2)C(C(=O)NC2CC2)c2ccc(C)o2)c1 (configuration not stated)	-9%	-19%	-1%	-21%	-6%	-1%	.	-0.1	-5%
Cc1cc(OCc2nc(-c3ccncc3)no2)cc(C)c1Cl	-11%	-21%	-5%	9%	-8%	-1%	5%	-0.2	-2%
C=CCNc1nc(N)c(C(=C(C#N)C#N)c2ccccc2)s1	98%[activator]	?	-8%	60%[activator]	-5%	-1%	24%	-0.6	-13%
O=C(CN1C(=O)c2ccccc2C1=O)NCc1ccc(F)cc1	-10%	26%	-2%	101%[activator]	-2%	11%	4%	-0.3	58%[activator]
CN(C)c1nc(Oc2ccc(/C=N/O)cc2)nc(N(C)C)n1	-18%	-21%	-4%	10%	-8%	11%	-10%	-0.8	-2%
C=C[C@@]1(C)CC(=O)[C@]2(O)[C@@]3(C)[C@@H](O)CCC(C)(C)[C@@H]3[C@H](O)[C@H](OC(C)=O)[C@@]2(C)O1	.	-8%	-3%	0%	0%	.	-1%	.	.
COc1ccc(C)cc1NC(=O)NCCn1nnc2cc(S(=O)(=O)N(C)C)ccc21	-5%	-17%	-8%	22%	-10%[60.1 µM]	11%	-1%	0.2	.

New compounds follow.
SMILES	Anesthetic bind	ALOX12 inh	BLM helicase inh	POLI inh	Pol kappa inh	Pol beta inh	ERG-DNA inh	TRHR ag	APEX1 inh
CCOC(=O)c1c(O)cc(C)[nH]c1=O	2%&10%	-2%	-1%&2%	8%	2%	?	-2%	0.8&-0.6	2%&1%
O=C(CCCn1c(=O)[nH]c2ccsc2c1=O)N1CCN(c2ccc(Cl)cc2)CC1	-15%	-4%	0%	14%	-2%	14%	3%	-0.4	.
CCC(=O)Nc1nc(-c2ccccc2)ns1	-5%	-25%	3%	0%	-3%	0%	-1%	0.2	0%
CC1(C)S[C@@H]2[C@H](NC(=O)[C@H](N)c3ccc(O)cc3)C(=O)N2[C@H]1C(=O)O	-5%	16%	-4%	?	50µM*	0%	-4%	0.1	5%&23%
CC(C)(C)c1ccc(C(=O)NCc2nnc(SCC(=O)NC3CCCCC3)o2)cc1	-17%	-5%	-6%	3%	-7%	14%	4%	-0.4	36%
Cc1ccccc1N=Nc1c(C)[nH]n(C(N)=S)c1=O	-4%	?	-2%	4%	-20%	?	-9%	0.1	-1%
Cc1cc(C)c2c(n1)SCC(=O)N2CC(=O)Nc1ccccc1C	-5%	-21%	0%	37%[activator]	7%	15%	5%	0.0	.
CCCCN(C(=O)c1ccc(N(C)S(=O)(=O)c2ccc(C)cc2)cc1)c1c(N)n(CCCC)c(=O)[nH]c1=O	.	-5%	.	31%[activator]	2%	.	-3%	0.0	-11%
COC(=O)c1sc(NC(=O)c2csc3c2CCCC3)nc1C	7%	?	-5%	45%[activator]	0%	1%	3%	-0.4	-5%
O=C(c1ccc(F)cc1F)N1CCCN(c2nc(-c3ccccc3)ns2)CC1	-9%	44%[activator]	-2%	-7%	-14%	5%	-4%	0.0	-3%
O=C(Nc1cccc(S(=O)(=O)NC2=NCCC2)c1)c1ccc(=O)[nH]c1	.	-3%	.	-3%	-8%	.	13%	0.9	12%
COc1cc2ccc(=O)oc2c(O)c1O	.	50%[activator]	-3%&-12%	?	50µM*	.	-9%	.	?
O=C(O)CN1CCN(Cc2ccccc2)C1=O	-6%	-11%	-6%	14%	-10%	?	-10%	-0.2	-6%
COc1ccc(C(=O)N[C@H](C(=O)OCc2cc(=O)oc3cc(C)ccc23)C(C)C)cc1	-9%	-23%	-1%	192%[activator]	-15%	11%	-6%	-1.4	5%
CCOc1ccccc1OCCCC(=O)NNC(=O)c1nn(C)c(=O)c2ccccc12	.	-5%	.	21%	7%	.	-3%	0.2	-7%
CCOC(=O)C(NC(=O)CC(C)C)(Nc1cc(C)on1)C(F)(F)F (configuration not stated)	-10%	-12%	-1%	5%	-2%	2%	3%	0.2	-4%
Cc1ccc(/C=C/C(=O)NCCCc2ccccc2)cc1	0%	7%	0%	20%	-12%	3%	4%	-1.2	18%
N=C1c2ccccc2CN1c1ccc(N2CCOCC2)c(S(=O)(=O)Nc2ccc(Cl)cc2)c1	-12%	?	3%	.	.	33%	.	-1.0	-5%
CC(C)c1nc2sc3c(c2c(=O)n1N)CC(C)(C)OC3	-24%	-2%	-1%	60%[activator]	-12%	10%	4%	0.7	-3%
COc1cc(OC)cc(C(=O)Nc2cccc(-c3ccc(N4CCOCC4)nn3)c2)c1	.	16%	.	7%	-7%	.	-6%	0.0	-7%
CCc1nnc(NS(=O)(=O)c2ccc(NC(=O)/C=C/c3ccc(OC)cc3OC)cc2)s1	-4%	?	-10%	?	?	56µM*	8%	-0.2	-9%
COc1ccc(C(=O)N2CCN(S(=O)(=O)c3ccc4c(c3)OCCO4)CC2)cc1OC	.	181%[activator]	.	28%	16%	.	5%	-0.3	29%
Cc1cccc(-n2c(Cc3ccccc3)nnc2SCc2ccc([N+](=O)[O-])cc2)c1	?	-28%	-4%	10%	-12%	7%	-7%	0.0	3%
O=C(NN1C(=O)c2ccccc2NC1c1ccccn1)c1ccc(Br)cc1 (configuration not stated)	-7%	0%	0%	2%	-15%	-1%	-1%	0.2	-3%
CCOC(=O)COc1cc(C)c(Cl)cc1C(=O)c1ccn2nc(-c3ccc(OC)cc3)cc2n1	1%	-20%	-6%	20%	-3%	14%	-1%	0.4	.

More compounds:
SMILES	Anesthetic bind	ALOX12 inh	BLM helicase inh	POLI inh	Pol kappa inh	Pol beta inh	ERG-DNA inh	TRHR ag	APEX1 inh
COc1ccccc1C(=O)NC(=O)CSc1ccc(C)c(C)c1	.	-7%	.	65%[activator]	-7%	.	11%	.	10%
O=C1Nc2ccccc2O/C1=C\c1c(F)cccc1Cl	2%	14%	-2%	-1%	-2%	27%	10%	-0.1	4%
O=C1CN(C(=O)COC(=O)C2CCN(S(=O)(=O)c3ccccc3C(F)(F)F)CC2)c2ccccc2N1	-24%	-7%	-1%	10%	-4%	?	-3%	-0.7	-1%
COc1cc(OC)cc(N2CC(C)(C)C2=O)c1	-5%	-7%	-2%	65%[activator]	-6%	-10%	25%	0.1	-3%
COC(=O)c1cc(S(=O)(=O)N2CCN(c3cccc(OC)c3)CC2)cn1C	4%	-4%	-1%	14%	5%	87%	-4%	-0.2	9%
CCOc1ccc(NC(=O)COC(=O)c2ccc3c(c2)OCO3)cc1	.	-5%	.	14%	-1%	.	10%	-0.3	13%

Retrieved one by one from the list above, two records:
SMILES	Anesthetic bind	ALOX12 inh	BLM helicase inh	POLI inh	Pol kappa inh	Pol beta inh	ERG-DNA inh	TRHR ag	APEX1 inh
O=C1CN(C(=O)COC(=O)C2CCN(S(=O)(=O)c3ccccc3C(F)(F)F)CC2)c2ccccc2N1	-24%	-7%	-1%	10%	-4%	?	-3%	-0.7	-1%
CCOc1ccc(NC(=O)COC(=O)c2ccc3c(c2)OCO3)cc1	.	-5%	.	14%	-1%	.	10%	-0.3	13%
